TCR activator: Activators of T cell receptors: qHTS campaign; Potency, µM (highest dose often 9.22 µM), inactives show at the top dose activation of IL-2 secretion, actives largely listed as activators; primary human leukocytes, anti-CD3, IL-2 HTRF, 48 h; 330,000 tested, under 10 active; also: % of control where 0% means no effect
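Primary human leukocytes incubated 48 hr with anti-CD3 beads plus compound, without co-stimulation. Secreted IL-2 measured by HTRF (europium cryptate/d2 anti-IL-2 pair, 320 nm excitation, 665 nm emission).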
AT treatment: qHTS Assay for Identifying a Potential Treatment of Ataxia-Telangiectasia | […] A-T fibroblasts, KAP-1 phosphorylation AlphaLISA; neocarzinostatin DNA damage 30 min before lysis | Potency, µM (titrated, usually from 57.5 µM), inactives show at the highest dose activation, most hits filed as activators | actives 0.19% (n = 320,000) | AID 485349, 2010; also: potency is read from the fitted curve at half-maximal effect; % of control where 0% means no effect; nearly all actives have a fitted effect of over 45% in size
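hTERT-immortalized A-T patient fibroblasts ([…]), 500 cells/well in OPTI-MEM, 1% FBS, got compounds for 60 min, then NCS for 30 min at 37C. Lysates were then assayed for phospho-KAP-1 by AlphaLISA (anti-pKAP1 donor, anti-KAP1 acceptor beads), 6 hr at 25C.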
TSHR antag: Antagonists of the Thyroid Stimulating Hormone Receptor: HTS campaign | TSHR-expressing cells, TSH-stimulated cAMP HTRF, 2 h; stronger effect = lower value | activity change, negative = inhibition, % at 11.5 µM | actives 0.2% (n = 330,000);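 active = activity change below a set negative limit, meaning inhibition stronger than a set level, cut at about -70% in these data; inconclusive = activity change between two set negative limits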; also: % is scaled to controls: 0 for no effect and ±100 for the full control effect
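Freshly harvested TSHR cells receive pin-tooled compound, then EC80 TSH at 4nM final. After 2 hours at 37 deg C, antibody in lysis buffer and cAMP-d2 are added; 30 minutes at ambient temperature precede the HTRF read.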
Eya2 phos inh: qHTS Assay for Inhibitors of the Phosphatase Activity of Eya2; AID 488837, 2010; Protein phosphatase EYA2 (Homo sapiens), O00167; Potency, µM (highest dose often 76.9 µM), for inactives: at the top dose activity, negative = inhibition, actives largely listed as inhibitors; recombinant Eya2, OMFP fluorescence dephosphorylation (OMFP is methylfluorescein phosphate); actives 0.006% (n = 330,000); also: potency is read from the fitted curve at half-maximal effect; % is scaled to controls: 0 for no effect and ±100 for the full control effect
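Eya2 (0.2 uM) preincubated 10 min at ambient with compound, then OMFP substrate added at 50 uM; 10 min reaction in 50 mM HEPES pH 7.5, 50 mM NaCl, 5 uM MgCl2, 0.05% BSA, 1 mM DTT. Fluorescence read at Ex 485/Em 525 nm.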
KCNH2 3.1 block: qHTS for Inhibitors of KCHN2 3.1: Mutant qHTS; U2OS KCNH2 3.1, thallium flux FluxOr; stronger effect = lower value; activity change, % (tested at about 1.8 µM); actives 0.95% (n = 340,000); AID 720553, 2013;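 active = maximum activity change below -70%; inconclusive = maximum activity change from -70% to -50%; inactive = maximum activity change above -50%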;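 also: thallium influx rate constant from kinetic fluorescence after stimulation buffer; % is scaled to controls: 0 for no effect and ±100 for the full control effect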
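Measured as rate of thallium-driven FluxOr signal in transduced U2OS cells carrying the 3.1 channel, read kinetically for 2 min upon stimulation; values are rate constants scaled to DMSO control wells.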
Mito fusion yeast: qHTS Assay for Small Molecule Inhibitors of Mitochondrial Division or Activators of Mitochondrial Fusion; AID 485298, 2010; Potency, µM (doses to about 46.1 µM), for inactives: at the top dose growth rescue (activation), usual class: activators; S. cerevisiae fusion-defective mutant growth rescue, CellTiterGlo 48 h; actives 0.23% (n = 320,000);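 also: potency is read from the fitted curve at half-maximal effect; % of control where 0% means no effect; nearly all actives have a fitted effect of over 45% in size; temperature-sensitive fusion mutants such as fzo1-1 at 37 °C on non-fermentable ethanol glycerol medium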
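Luminescent cell viability in 1536-well qHTS format served as the measure of rescued growth in ts fusion-mutant S. cerevisiae cultured on non-fermentable YPEG for 48 hours at 37C.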
hERG WT inh: qHTS for Inhibitors of KCHN2 3.1: Wildtype qHTS; Voltage-gated inwardly rectifying potassium channel KCNH2 (Homo sapiens), Q12809; U2OS, BacMam KCNH2, thallium flux FluxOr; stronger effect = lower value; activity change, % at 1.84 µM; actives 0.37% (n = 340,000);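 active = maximum activity change below -70%; inconclusive = maximum activity change between -70% and -50%; inactive = maximum activity change above -50%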; also: % is scaled to controls: 0 for no effect and ±100 for the full control effect
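U2OS cells transduced with wild-type KCNH2 virus are loaded with FluxOr dye for 45 min, and thallium flux is measured in kinetic reads before and after stimulation buffer. Rate constants are normalized to DMSO controls.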
ELG1 repair inh: qHTS screen for small molecules that inhibit ELG1-dependent DNA repair in human embryonic kidney (HEK293T) cells expressing luciferase-tagged ELG1; Potency, µM (top dose mostly 46.1 µM), for inactives: top-dose activity change, negative = inhibition, hits mostly inhibitors; AID 504467, 2011; actives 2.3% (n = 330,000); HEK293T ELG1-luciferase reporter, luminescence, 16 h; DNA damage induced by 5-fluorouridine; also: potency is read from the fitted curve at half-maximal effect; % is scaled to controls: 0 for no effect and ±100 for the full control effect; nearly all actives have a fitted effect of over 55% in size
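Quantitative HTS, concentration-response format. 2,000 cells/well co-treated with 5-fluorouridine and compound, 16 hr in 5% CO2 at 37 °C; ONE-Glo luminescence read after 30 min.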
USP2a block: qHTS Assay for Inhibitors of Ubiquitin-specific Protease USP2a Using CHOP2 as the Reporter; Ubiquitin carboxyl-terminal hydrolase 2 (Homo sapiens), O75604; USP2 core, Ub-CHOP2 coupled fluorogenic reporter, 485/531; Potency, µM (series often up to 38.3 µM), for inactives: at the highest dose activity change, negative = inhibition, usual class: inhibitors; actives 0.01% (n = 330,000);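 also: potency is read from the fitted curve at half-maximal effect; plate controls were DMSO wells for no effect and full inhibition by NEM control for full effect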
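Deubiquitinase activity read as fluorescence (485/531 nm) after Ub-CHOP2 cleavage activates the enterokinase reporter on its substrate; USP2 core 10nM, Ub-CHOP2 and substrate 25nM each, 30min compound preincubation then 60min RT; data normalized to NEM, curves fitted.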
TRPV1 ag: HTS Assay for Compounds that Act as Agonists of the Vanilloid Receptor 1; Transient receptor potential cation channel subfamily V member 1 (Homo sapiens), Q8NER1; TRPV1-expressing cells, Fluo-8 calcium influx, agonist mode; activation, % at 8.33 µM; actives 0.19% (n = 320,000); AID 540275, 2011; in the data active = activation above about 80%; inconclusive = between about 30% and that limit; also: 0% is about no effect
Target sequence (Q8NER1 whole entry, looked up): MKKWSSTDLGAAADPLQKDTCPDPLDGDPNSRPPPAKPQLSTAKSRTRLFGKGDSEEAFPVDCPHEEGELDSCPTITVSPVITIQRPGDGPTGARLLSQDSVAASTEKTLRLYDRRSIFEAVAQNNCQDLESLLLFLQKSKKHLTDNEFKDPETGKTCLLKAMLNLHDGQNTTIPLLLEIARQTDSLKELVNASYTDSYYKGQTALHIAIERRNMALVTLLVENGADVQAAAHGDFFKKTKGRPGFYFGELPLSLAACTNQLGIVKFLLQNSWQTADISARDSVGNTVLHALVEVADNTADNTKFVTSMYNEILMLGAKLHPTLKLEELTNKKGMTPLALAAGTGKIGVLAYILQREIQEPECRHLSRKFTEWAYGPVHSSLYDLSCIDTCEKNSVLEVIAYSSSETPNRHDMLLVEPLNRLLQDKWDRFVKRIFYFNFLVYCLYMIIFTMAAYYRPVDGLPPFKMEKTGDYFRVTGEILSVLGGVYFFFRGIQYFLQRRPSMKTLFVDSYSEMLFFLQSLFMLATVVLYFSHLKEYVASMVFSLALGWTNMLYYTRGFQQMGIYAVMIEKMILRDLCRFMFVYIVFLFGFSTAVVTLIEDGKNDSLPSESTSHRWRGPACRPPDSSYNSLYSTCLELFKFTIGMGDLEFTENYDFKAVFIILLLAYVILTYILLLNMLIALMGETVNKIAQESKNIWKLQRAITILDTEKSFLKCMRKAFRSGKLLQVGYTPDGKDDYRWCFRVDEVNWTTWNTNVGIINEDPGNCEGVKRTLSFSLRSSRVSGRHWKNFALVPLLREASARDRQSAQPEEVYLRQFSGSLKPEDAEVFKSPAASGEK
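TRPV1-expressing cells were cultured overnight at 35.5C and loaded with Fluo-8 calcium dye for 40 to 90 min at room temperature. After a 10 s baseline, compound was added and calcium influx was read kinetically for 3 min (ex 480/em 520 nm).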
Starred values were filed as active, the others as inactive; ? = inconclusive; . = no result given; [ ] = dose if it differs, or a comment. Unless noted, calls follow the shape of the dose curve; as a rule, active = well fitted curve in the direction sought with a large enough effect; inconclusive = small, poorly fitted or top-dose-only effect, or another doubt; inactive = no such curve, though single readings can be large; an effect the other way counts as inactive or inconclusive. Not all compounds are listed. The share of hits here may be higher or lower than overall.

SMILES | TCR activator | AT treatment | TSHR antag | Eya2 phos inh | KCNH2 3.1 block | Mito fusion yeast | hERG WT inh | ELG1 repair inh | USP2a block | TRPV1 ag
C[C@H](CO)N1C[C@H](C)[C@@H](CN(C)S(=O)(=O)c2ccc(Cl)cc2)Oc2ccc(NS(=O)(=O)c3ccccc3)cc2CC1=O | -8% | -5% | -2 | -1% | ? | . | ? | -3% | ? | .
COc1cc(C(CCN2CCN(c3ccccc3)CC2)c2c(OC)cc(OC)c3c(C)cc(=O)oc23)cc(OC)c1OC (centres undefined) | -5% | 3% | 3 | -11% | . | 0% | . | ? | -7% | 14
COc1ccc(OC)c(-c2csc(NC(=O)Cc3ccccc3OC)n2)c1 | -5% | 7% | -8 | -8% | 14 | 28% | 2 | -9% | -1% | 1
O=C(C1CCN(S(=O)(=O)c2ccc(Cl)cc2)CC1)N1CCCC1 | -3% | -5% | 2 | -13% | 3 | 1% | -4 | 11% | 2% | -1
CC(C)OC(=O)Cn1cc(C#N)c2ccccc21 | 4% | -3%[11.5 µM] | -4 | 1% | 8 | -2% | -6 | 1% | 3% | -1
Cc1cnc(NC(=O)c2cc3c(C)nn(Cc4ccccc4Cl)c3s2)s1 | 7%[46.1 µM] | 1% | -14 | -2% | 2 | 1% | 0 | 0% | 5% | 2
NC(=O)c1ccccc1NC(=O)CCn1c(=S)oc2ccccc21 | 6% | -6% | 0 | -4% | -10 | 1% | -8 | 8% | -2% | 4
CCOC(=O)CC1(NC(=O)C2CCC(=O)N(CCc3ccc(OC)cc3)C2)CCCCC1 (centres undefined) | 2% | -5% | 21 | 1% | -1 | 18% | 1 | 15% | -1% | 7
Cc1nnc(C)n1/N=C/c1cccc(Oc2ccccc2)c1 | 0%[46.1 µM] | 3% | 4 | -1% | 3 | -1% | 3 | ? | 4% | ?
O=C(Nc1nc2ccc(F)cc2s1)c1cccs1 | 0% | 2% | -14 | 4% | -8 | 6% | -3 | ? | 1% | ?
C=CCOC(=O)CN1C(=O)c2ccccc2C1=O | -8% | . | 13 | -6% | -13 | 3% | -13 | -6% | -5% | 3
Cc1noc(C)c1COC(=O)c1ccc(-c2nc3ccccc3s2)s1 | -2% | 16% | -19 | -18% | 7 | 3% | 10 | ? | -1% | 0
COc1ccc(N(C)C(=O)c2sc(Cl)nc2C)cc1 | 3% | 6% | 3 | -7% | -9 | -3% | 7 | -3% | 2% | -1
O=c1cc(CO)oc(C(Nc2ccccn2)c2cccc(F)c2)c1O (centres undefined) | 2% | 5% | -1 | -4% | 1 | 1% | 9 | 14% | 1% | -2
O=C1CCc2cc(S(=O)(=O)NC(Cc3ccccc3)C(=O)NCCC3=CCCCC3)ccc2N1 (centres undefined) | -4% | -1% | 0 | 5% | 16 | 0% | 4 | -4% | -1% | -2
CCCOC(c1ccccc1)(c1ccc(C(F)(F)F)cc1)C(Oc1nc(C)cc(C)n1)C(=O)O (centres undefined) | 1% | -2% | 0 | -26% | -6 | -2% | 3 | -15% | 0% | 10
O=C(CN1C2CCCC1CC(NC(=O)c1ccccc1)C2)Nc1nccs1 (centres undefined) | -5%[46.1 µM] | . | -17 | -5% | 3 | 5% | 8 | ? | 0% | 2
C=CCN1C(=O)C(CC(=O)O)S/C1=N/N=C/c1ccc(N(CC)CC)cc1 (centres undefined) | 4% | 26% | . | -17% | -32 | 0% | 8 | 2% | -2% | 0
Cc1cc(C)cc(N(CC(=O)NC2CCCCC2)C(=O)CCCC(=O)Nc2ccccn2)c1 | 1% | -4% | 7 | -7% | 1 | 18% | -3 | -5% | -1% | 0
CCOC(=O)Nc1ccccc1C(=O)Nc1cc(C)cc(C)c1 | 0% | -2% | -18 | -9% | 0 | 0% | 3 | ? | 1% | 1
Cc1cccc(C(=O)NNC(=O)c2ccc(S(=O)(=O)N3CCOCC3)cc2)c1 | 0% | 3% | 5 | -13% | -11 | 10% | -5 | 10% | 5% | 0
COC(/C=C/Nc1ccc(OC)cc1)=C(C#N)C#N | . | 3% | -9 | 14% | ? | -2% | -3 | ? | 3% | 0
COc1cccc(C(=O)Nc2c3c(nn2-c2cccc(C)c2C)CS(=O)C3)c1OC (centres undefined) | -3% | 4% | -1 | 10% | 2 | 0% | -3 | -18% | -1% | 1
Cn1c(C(=O)OCC(=O)NCC2CCCO2)cc2sccc21 (centres undefined) | 3%[46.1 µM] | -2% | -14 | -1% | 2 | -3% | 27 | 16% | 1% | -1
COc1cc(NC(=O)c2ccccc2)c(OC)cc1NC(=O)Cc1ccc(Br)cc1 | -4% | -4% | -12 | -15% | -43 | 4% | 8 | -29% | 1% | 24
Cc1cccc(CCN(Cc2cc3cccc(C)c3[nH]c2=O)C(=O)N2CCOCC2)c1 | . | 5% | 11 | 1% | -4 | 3% | 2 | ? | 2% | 17
Cc1ccc(-c2cc(-c3ccco3)c(C#N)c(=O)[nH]2)cc1 | 2% | -9% | 7 | -2% | -14 | 7% | -6 | 5% | 2% | 0
O=C(O)c1ccc(S(=O)(=O)NC2CC2)cc1 | 7% | -3% | -6 | -7% | -5 | 2% | 2 | 10% | -1% | -1
NC(=S)n1[nH]c(-c2ccc([N+](=O)[O-])cc2)c(N=Nc2ccccc2[N+](=O)[O-])c1=O | -102% | 3% | 6 | 2% | -4 | 1% | -4 | ? | 2% | -1
O=C(NC1CCN(Cc2ccccc2)CC1)c1ccccc1 | 0% | -11% | -1 | 15% | 1 | 15% | -4 | -1% | 0% | 4
CCN(CC)S(=O)(=O)c1cccc(NC(=O)CN2C(=O)NC3(CCOc4ccccc43)C2=O)c1 (centres undefined) | . | 5% | 8 | 3% | -3 | -2% | -7 | -23% | -1% | 2
Cc1nc(Sc2ccccc2)c(C#N)cc1-c1ccccc1 | . | 4% | 23 | -5% | -10 | 3% | 6 | 20% | 4% | .
CCOC(=O)c1ccc(NC(=S)N2CCCC2)cc1 | -16% | 2% | -2 | 3% | 7 | -5% | 0 | 35% | 2% | ?
Cc1cccc(-c2oc3ccccc3c2C#CCCCCO)c1 | -4% | ? | 32 | -4% | . | 8% | . | -9% | 1% | ?
NC(=O)c1oc2ccccc2c1NC(=O)c1ccco1 | -2% | 1% | 0 | -21% | -3 | -7% | 0 | -13% | 2% | 2
CCCOc1ccccc1/C=C(\C#N)C(=O)Nc1cccnc1 | -3% | 6% | -2 | 3% | 14 | 2% | 27 | ? | -7% | .
CCN(CC)CCNC(=O)c1ccccc1C(=O)c1ncc[nH]1 | 3% | 4% | 11 | -7% | 7 | -4% | 13 | -1% | -2% | 1
Cc1ccc2nc(NC(=O)CCCc3nc4ccccc4s3)sc2c1 | -4% | 3% | 3 | 16% | 15 | 1% | 13 | ? | -8% | 10
COc1cc(C(=O)OCc2cc(=O)n3ccsc3n2)ccc1OC(C)C | -3%[46.1 µM] | -1% | -1 | -2% | 11 | . | -7 | ? | 1% | .
C=CCn1c(CNC(=O)c2ccco2)nnc1SCC(=O)N1c2ccccc2Sc2ccccc21 | -2% | . | 15 | 0% | 10 | 0% | 28 | ? | -2% | -5
Cc1cc(NC(=O)CSc2nnnn2-c2ccccc2)no1 | 2% | 4% | 1 | -24% | 12 | -4% | -7 | 0% | 0% | -4
CC(=O)c1cccc(N(CC(=O)NC2CCCCC2)C(=O)CNC(=O)c2cccs2)c1 | 5% | 2% | 6 | -1% | -19 | 3% | -8 | 7% | 3% | 2
CN(C)c1nc(/C=C(\C#N)C(N)=O)c(Cl)n1-c1ccc(F)cc1 | 0% | 1% | -5 | 9% | -4 | -8% | 1 | -1% | 7% | 1

Bioassay records deposited in PubChem by National Center for Advancing Translational Sciences (NCATS).
